NCI-60 one-dose screen, 48 h, at 10 µM unless noted. Numbers give growth in % (100 = growth as untreated, 0 = no growth, -100 = all killed).
NCI/ADR-RES: NCI/ADR-RES ovarian cells; actives 4.4% (n = 81,000); AID 1794790
OVCAR-8: OVCAR-8 ovarian cancer. actives 4.4% (n = 81,000)
NCI-H460: NCI-H460 lung cancer. AID 1794736. actives 6.8% (n = 82,000)
NCI-H522: NCI-H522 lung cancer | actives 8% (n = 78,000) | AID 1794739
OVCAR-5: OVCAR-5 ovarian cancer. actives 2.9% (n = 82,000). AID 1794783
NCI-H226: NCI-H226 lung cancer; actives 3.5% (n = 79,000)
NCI-H322M: NCI-H322M lung cancer. actives 2.7% (n = 80,000). AID 1794733
OVCAR-3: OVCAR-3 ovarian cancer; actives 7% (n = 79,000)
NCI-H23: NCI-H23 lung cancer; actives 4% (n = 80,000); AID 1794731
Numbers without * were called inactive; / = no result given; & = joins results of further samples. Rule for the calls: active = growth percent below 10; inactive = the rest.

| # | structure | NCI/ADR-RES | OVCAR-8 | NCI-H322M | OVCAR-5 | NCI-H522 | NCI-H460 | OVCAR-3 | NCI-H226 | NCI-H23 |
| --- | --- | --- | --- | --- | --- | --- | --- | --- | --- | --- |
| 1 | CC[N+]12CN3CN(CN(C3)C1)C2 | 106 | 116 | 89 | 96 | / | 108 | 105 | 110 | 95 |
| 2 | CC#CC#COC(=O)C1=C(Nc2ccc(F)c(Cl)c2)C(=O)OC12C(=O)Nc1ccccc12 (configuration not stated) | 98 | 92 | 99 | 108 | 80 | 104 | 95 | 90 | 94 |
| 3 | COc1ccc(C(CN(C)C)C2(O)CCCCC2)cc1 (configuration not stated) | 111 | 104 | 103 | 103 | 95 | 109 | 112 | 115 | 101 |
| 4 | NCC(O)CSP(=O)(O)O (configuration not stated) | 116 | 99 | 110 | 102 | 98 | 109 | 113 | 97 | 112 |
| 5 | OCc1ccco1 | 96 | 100 | 122 | 116 | 77 | 108 | 107 | 115 | 97 |
| 6 | CCCCNC(=O)CCl | 106 | 114 | 100 | 90 | 97 | 96 | 100 | 93 | 94 |
| 7 | CCCCCCCCCCOc1ccc(C(=O)Oc2ccc(CSP3(=O)OCC4OC(n5ccc(=O)[nH]c5=O)C(F)C4OP(=O)(O)OCC4OC(n5cnc6c(N)ncnc65)C(F)C4O3)cc2)cc1 (configuration not stated) | 105 | 104 | 85 | 116 | 71 | 108 | 98 | 75 | 103 |
| 8 | Cc1cc(-c2ccc(N)c(C)c2)ccc1N | 90 | 96 | 114 | 85 | 81 | 110 | 108 | 94 | 101 |
| 9 | Cc1cc(N(CCCl)CCCl)ccc1/C=N/Nc1nnc(C)n1N | 85 | 85 | 111 | 89 | 80 | 38 | 105 | 51 | 65 |
| 10 | N#CCCc1ccccc1 | 104 | 107 | 105 | 98 | 95 | 112 | 119 | 95 | 104 |
| 11 | C1CN(P(N2CCOCC2)N2CCOCC2)CCO1 | 119 | 113 | 95 | 101 | 114 | 118 | 112 | 109 | 110 |
| 12 | O=[N+]([O-])c1ccc(OCCCOc2ccc(S(=O)(=O)F)cc2)c(Cl)c1 | 97 | 94 | 104 | 93 | 79 | 98 | 108 | 98 | 93 |
| 13 | C[C@]12CCC3[C@@H](CC[C@@]45O[C@@H]4C(O)=C(C#N)C[C@]35C)C1CC[C@@H]2O (some centres not stated) | 109 | 96 | 91 | 102 | 68 | 113 | 101 | 100 | 85 |
| 14 | O=C(O)c1cc(Cc2ccc(O)c(C(=O)O)c2)ccc1O (tested in a mixture with another compound) | 76 | 68 | 87 | 65 | -50* | 66 | 70 | 89 | 88 |
| 15 | CN(C)C(Cc1ccc(Cl)cc1)c1ccccc1 (configuration not stated) | 101 | 117 | 101 | 110 | 106 | 111 | 115 | 99 | 106 |
| 16 | c1ccc(CSC(c2ccccc2)c2ccccc2)cc1 | 106 | 109 | 119 | 104 | 98 | 105 | 119 | 111 | 101 |
| 17 | Fc1ccc(N2COOC3(CCCCCC3)OOC2)cc1 | 106 | 111 | 98 | 102 | 79 | 108 | 109 | 83 | 98 |
| 18 | O=C(O)COc1cccc(Cl)c1 | 108 | 105 | 98 | 97 | 89 | 105 | 115 | 97 | 96 |
| 19 | O=C(O)/C=C\c1ccc2c(c1)OCO2 | 113 | 106 | 113 | 107 | 93 | 114 | 113 | 117 | 106 |
| 20 | Nc1nc(N)[nH]c(=O)n1 | 103 | 104 | 99 | 94 | 81 | 101 | 105 | 96 | 94 |
| 21 | C[C@]12CCC(=O)C=C1C=CC1C2CC[C@@]2(C)C1CC[C@@]2(O)CCC(=O)O (some centres not stated) | 104 | 100 | 103 | / | 110 | 113 | 117 | 100 | 104 |
| 22 | O=C(CF)Nc1ccc2ccccc2c1 | 97 | 104 | 109 | 107 | 95 | 94 | 108 | 105 | 97 |
| 23 | CC(=O)c1c(O)[nH]c(=S)[nH]c1=O | 100 | 101 | 95 | 97 | 98 | 104 | / | 95 | 97 |
| 24 | CCCCn1c(=O)c(C(c2c(O)c3ccccc3oc2=O)c2cn(C)c3ccccc23)cc2cc(Cl)ccc21 (configuration not stated) | 110 | 108 | 109 | 96 | 93 | 114 | 119 | 100 | 103 |
| 25 | NNC(=O)c1ccc(O)cc1 | 112 | / | 98 | 101 | 105 | 105 | 107 | 94 | 106 |
| 26 | n1nc(-c2nonc2-c2nn[nH]n2)n[nH]1 | 104 | 109 | / | 108 | 101 | 109 | 150 | / | 102 |
| 27 | CC1C(c2ccccc2)OCCN1C (configuration not stated) | 107 | 108 | 106 | 100 | 109 | 108 | 108 | 101 | 113 |
| 28 | CC(C)N1CCOC(c2ccc(O)c(O)c2)C1 (configuration not stated) | 100 | 103 | 98 | 109 | 96 | 105 | 108 | 106 | 103 |
| 29 | CC(=O)N(C)C1=Nc2ccc(Cl)cc2C(c2ccccc2)=NC1 | 97 | 106 | 97 | 111 | 70 | 109 | 109 | 98 | 93 |
| 30 | O=C1NC(=O)C(=Cc2csc3ccccc23)C(=O)N1 | 96 | 96 | 97 | 98 | 76 | 113 | 105 | 95 | 98 |
| 31 | CCCCOC(=O)CC(C)SP1(=S)OCC(CC)(CC)CO1 (configuration not stated) | 110 | 103 | 106 | 110 | 73 | 110 | 110 | 111 | 102 |
| 32 | Cn1cc(-c2csc(-c3cn(CCN4CCOCC4)c4ccc(Br)cc34)n2)c2cccnc21 | 62 | 60 | 80 | 78 | 81 | 78 | 89 | 74 | 79 |
| 33 | O=C(c1cccs1)C1NO[N+]([O-])=C1c1cccs1 (configuration not stated) | 48 | 25 | 110 | 114 | -92* | 82 | -10* | -0.7* | 4.5* |
| 34 | COc1cc(C(=O)O)cc(OC)c1OC | 110 | 106 | 106 | 96 | 92 | 111 | 100 | 98 | 106 |
| 35 | COC(=O)C(=[N+]=[N-])C(=O)OC | 108 | 101 | 103 | 107 | 94 | 106 | 118 | 99 | 98 |
| 36 | COc1cc(C2c3ccc(N)cc3Oc3nc(N)c(C#N)c(N)c32)cc(OC)c1OC (configuration not stated) | 112 | 102 | 101 | 102 | 100 | 104 | 111 | 93 | 107 |
| 37 | COC(=O)[C@@H](C)C[C@H](Cc1ccccc1)NC(=O)c1csc([C@@H](C[C@H](C(C)C)N(C)C(=O)[C@@H](NC(=O)C23CC(NC(C)=O)(C2)C3)C2CC2)OC(C)=O)n1 | 98 | 69 | 105 | 103 | 2.4* | 37 | -7.8* | 107 | 60 |
| 38 | C/C(CCl)=N\NC1=NC2(CCCCC2)P(=O)(NNc2ncccn2)S1 (configuration not stated) | 106 | 93 | 93 | 109 | 76 | 109 | 106 | 88 | 108 |
| 39 | CCC1CN1P(=S)(N1CC1CC)N1CC1CC (configuration not stated) | 106 | 91 | 124 | 131 | 104 | 107 | 115 | 107 | 99 |
| 40 | CC(C)=CC1C(C(=O)OCCOc2ccc3c(c2)OCO3)C1(C)C (configuration not stated) | 99 | 94 | 89 | 84 | 74 | 108 | 88 | 104 | 94 |
| 41 | N#Cc1nc(-c2cc3ccccc3oc2=O)oc1N1C[C@@H]2C[C@H](C1)c1cccc(=O)n1C2 | 105 | 102 | 100 | 95 | 98 | 100 | / | 96 | 100 |
| 42 | NC(Cc1ccccc1)c1ccc2c(c1)CCC2 (configuration not stated) | 94 | / | 95 | 84 | 61 | 103 | 99 | 91 | 99 |
| 43 | O=P(NC1CCCCC1)(N1CC1)N1CC1 | 90 | 89 | 107 | 110 | 87 | 34 | 117 | 93 | 86 |
| 44 | O=S(=O)(c1ccc(Cl)cc1)c1ccc(Cl)cc1 | 108&101 | 96&106 | 105&101 | 108&107 | 80&92 | 104&105 | 107&99 | 89&84 | 100&99 |
| 45 | COC12c3c(C)cc(O)c4c(=O)occ(c34)C(=O)C1C13COC(=O)c4c(O)cc(C)c(c41)C(=O)C2C3OC(C)=O (configuration not stated) | 97 | 105 | 95 | 91 | / | 98 | 105 | 100 | 100 |
| 46 | O=C(C(=O)N1CCCC1)c1cn(CCCCCn2cc(C(=O)C(=O)N3CCCC3)c3ccccc32)c2ccccc12 | 84 | 91 | 94 | 106 | 89 | 91 | 88 | 89 | 91 |
| 47 | O=C1C2C(C(=O)[N]1[Hg][c]1cccs1)C1(Cl)C(Cl)=C(Cl)C2(Cl)C1(Cl)Cl (configuration not stated) | 21 | 12 | 78 | 14 | -90* | 53 | -91* | 97 | -2.0* |
| 48 | O=c1[nH]c(=O)[nH]c(=O)[nH]1 | 102 | 106 | 104 | 103 | 96 | 111 | 119 | 122 | 98 |
| 49 | CN[C@]1(c2ccccc2Cl)CCCC[C@@H]1NCCCN1CCCC1 | 102 | 96 | 107 | 110 | 94 | 108 | 99 | 99 | 105 |
| 50 | CCCCCCCCNCC(O)c1ccc(Cl)c(Cl)c1 (configuration not stated) | 83 | 94 | 106 | 95 | 72 | 104 | 107 | 110 | 98 |
| 51 | Cc1cc[c-]cc1.Fc1c[c-]c(-c2ccccn2)c(F)c1.[Pt+2].c1ccc([PH+](c2ccccc2)c2ccccn2)cc1 | 88 | 34 | 84 | 64 | 64 | 61 | 46 | 58 | 70 |
| 52 | CC(NC(=O)N1CC1(C)C)c1ccccc1 (configuration not stated) | 109 | 110 | 107 | 106 | 99 | 117 | 136 | 102 | 109 |
| 53 | CC1([N+](=O)[O-])COP(=O)(Nc2cccc(Br)c2)OC1 (configuration not stated) | 100 | 101 | / | 101 | 99 | 106 | 106 | 91 | 101 |
| 54 | Nc1ncnc2[se]c3c(c12)CCCCC3 | 108 | 99 | 109 | 113 | 103 | 107 | 102 | 86 | 106 |
| 55 | O=S(=O)(F)c1ccc(I)cc1 | 106 | 110 | 124 | 106 | 94 | 107 | 125 | 98 | 103 |
| 56 | CN1C(=O)NC(=O)C2(CCCC2)C1=O | 109 | 114 | 117 | 94 | / | 109 | 111 | 110 | 109 |

In the list so far, these have a Cl atom.
| # | structure | NCI/ADR-RES | OVCAR-8 | NCI-H322M | OVCAR-5 | NCI-H522 | NCI-H460 | OVCAR-3 | NCI-H226 | NCI-H23 |
| --- | --- | --- | --- | --- | --- | --- | --- | --- | --- | --- |
| 2 | CC#CC#COC(=O)C1=C(Nc2ccc(F)c(Cl)c2)C(=O)OC12C(=O)Nc1ccccc12 (configuration not stated) | 98 | 92 | 99 | 108 | 80 | 104 | 95 | 90 | 94 |
| 6 | CCCCNC(=O)CCl | 106 | 114 | 100 | 90 | 97 | 96 | 100 | 93 | 94 |
| 9 | Cc1cc(N(CCCl)CCCl)ccc1/C=N/Nc1nnc(C)n1N | 85 | 85 | 111 | 89 | 80 | 38 | 105 | 51 | 65 |
| 12 | O=[N+]([O-])c1ccc(OCCCOc2ccc(S(=O)(=O)F)cc2)c(Cl)c1 | 97 | 94 | 104 | 93 | 79 | 98 | 108 | 98 | 93 |
| 15 | CN(C)C(Cc1ccc(Cl)cc1)c1ccccc1 (configuration not stated) | 101 | 117 | 101 | 110 | 106 | 111 | 115 | 99 | 106 |
| 18 | O=C(O)COc1cccc(Cl)c1 | 108 | 105 | 98 | 97 | 89 | 105 | 115 | 97 | 96 |
| 24 | CCCCn1c(=O)c(C(c2c(O)c3ccccc3oc2=O)c2cn(C)c3ccccc23)cc2cc(Cl)ccc21 (configuration not stated) | 110 | 108 | 109 | 96 | 93 | 114 | 119 | 100 | 103 |
| 29 | CC(=O)N(C)C1=Nc2ccc(Cl)cc2C(c2ccccc2)=NC1 | 97 | 106 | 97 | 111 | 70 | 109 | 109 | 98 | 93 |
| 38 | C/C(CCl)=N\NC1=NC2(CCCCC2)P(=O)(NNc2ncccn2)S1 (configuration not stated) | 106 | 93 | 93 | 109 | 76 | 109 | 106 | 88 | 108 |
| 44 | O=S(=O)(c1ccc(Cl)cc1)c1ccc(Cl)cc1 | 108&101 | 96&106 | 105&101 | 108&107 | 80&92 | 104&105 | 107&99 | 89&84 | 100&99 |
| 47 | O=C1C2C(C(=O)[N]1[Hg][c]1cccs1)C1(Cl)C(Cl)=C(Cl)C2(Cl)C1(Cl)Cl (configuration not stated) | 21 | 12 | 78 | 14 | -90* | 53 | -91* | 97 | -2.0* |
| 49 | CN[C@]1(c2ccccc2Cl)CCCC[C@@H]1NCCCN1CCCC1 | 102 | 96 | 107 | 110 | 94 | 108 | 99 | 99 | 105 |
| 50 | CCCCCCCCNCC(O)c1ccc(Cl)c(Cl)c1 (configuration not stated) | 83 | 94 | 106 | 95 | 72 | 104 | 107 | 110 | 98 |

Only part of the results is shown, so the mix of outcomes need not match the whole.
